Screening results: PubChem BioAssay, National Center for Advancing Translational Sciences (NCATS)
GLP1R inv ag – GLP-1 receptor (human) inverse agonism | P43220 | HEK293 GLP-1R CRE-luciferase, luminescence, 24 h; GLP-1R form is constitutively active | Potency, µM (top dose mostly 38.3 µM), inactives show top-dose activity change, negative = inhibition, hits mostly inhibitors | 1.6% of 410,000 active; note: potency is the fitted concentration of half-maximal effect; % is set by controls: 0 for no effect and ±100 for the full control effect; nearly all actives have a fitted effect of over 55% in size
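Inverse agonism was detected as reduced cAMP-driven luciferase luminescence after 24 h compound treatment. The cells were HEK293 clones expressing constitutively active human GLP-1R with the reporter. Reporter-only and GPR119 cell lines served as counterscreen controls.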
EPAC1 antagonist – antagonists of human EPAC1; O95398; EPAC1 GEF assay, Rap1b-BODIPY-GDP exchange fluorescence; Potency, µM (doses to about 115 µM), for the others: at the top dose activity change, negative = inhibition, actives largely listed as inhibitors; 0.14% of 360,000 active; AID 720709;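 note: potency is the fitted concentration of half-maximal effect; plate controls were vehicle for no effect and positive control for full effect; nearly all actives have a fitted effect of over 50% in size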
IL2 activator – activators of IL-2; IL-2 activation reporter assay, cell-based qHTS; stimulated with anti-CD3/CD4/CD28 beads; in transgenic mouse T cells; activation, % (series mostly up to about 46 µM); 0.065% of 360,000 active; in the data active = activation above about 50%; inconclusive = mostly about 30% to 49%; note: 0% is about no effect
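Using fluorescent plate cytometry, EGFP and DsRed are detected in transgenic mouse T cells stimulated 18 h at 37 degrees C with antibody-coated beads after 60 min compound pretreatment.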
EPAC1 ag – activates human EPAC1 exchange factor; O95398; EPAC1 agonist qHTS, biochemical assay; response scale: 100% = response to 6.5 mM cAMP; Potency, µM (top dose mostly 154 µM), for the others: at the highest dose activation, most hits filed as activators; 0.073% of 360,000 active; note: potency is the fitted concentration of half-maximal effect; nearly all actives have a fitted effect of over 60% in size
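EPAC1 100 nM, Rap1B–BODIPY-GDP 250 nM, unlabeled GDP 50 uM; compound titration; 5 min RT; kinetic read ex480/em540 at 5-min intervals ×30 min; data normalized to 6.5 mM cAMP agonist control.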
PI5P4K alpha inh – inhibitors of human PI5P4K alpha; 1.2% of 330,000 active; max response, %; PI5P4Kalpha enzyme, ADP-Glo luminescence, 60 min; hits give low values; active = max response of -50% or lower; inconclusive = between -30% and -50%; inactive = -30% or higher; note: value at the top dose of about 77 µM; % is set by controls: 0 for no effect and ±100 for the full control effect
Target sequence (P48426 whole entry, looked up): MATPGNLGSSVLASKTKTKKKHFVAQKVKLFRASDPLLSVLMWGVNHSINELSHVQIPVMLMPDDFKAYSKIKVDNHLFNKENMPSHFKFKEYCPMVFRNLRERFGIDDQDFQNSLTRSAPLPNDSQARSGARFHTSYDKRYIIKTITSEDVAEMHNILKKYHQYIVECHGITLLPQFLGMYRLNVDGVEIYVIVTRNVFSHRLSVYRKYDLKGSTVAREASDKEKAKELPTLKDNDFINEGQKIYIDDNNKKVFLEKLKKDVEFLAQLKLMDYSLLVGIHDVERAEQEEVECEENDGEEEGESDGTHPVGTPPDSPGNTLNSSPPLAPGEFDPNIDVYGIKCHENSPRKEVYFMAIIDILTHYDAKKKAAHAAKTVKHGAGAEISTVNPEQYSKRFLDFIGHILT
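Quantitative HTS of the MLSMR library against PI5P4Kalpha with substrate. ATP added last at 5 microM final; room temperature, 60 minutes. Remaining ATP depleted, ADP converted and read as luminescence.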
PTHR1 ag – agonists of human PTHR1 parathyroid hormone receptor | HEK293 GP2 PTHR1 cells, GloSensor cAMP luminescence, 1 h | Potency, µM (doses to about 115 µM), for inactives: top-dose activation, hits mostly activators | 0.075% of 410,000 active; note: potency is the fitted concentration of half-maximal effect; nearly all actives have a fitted effect of over 55% in size; some results filed as inactive show a strong effect at the top dose; inactives centre near -15; many of its hits are not listed in these tables
Target sequence (Q03431 whole entry, looked up): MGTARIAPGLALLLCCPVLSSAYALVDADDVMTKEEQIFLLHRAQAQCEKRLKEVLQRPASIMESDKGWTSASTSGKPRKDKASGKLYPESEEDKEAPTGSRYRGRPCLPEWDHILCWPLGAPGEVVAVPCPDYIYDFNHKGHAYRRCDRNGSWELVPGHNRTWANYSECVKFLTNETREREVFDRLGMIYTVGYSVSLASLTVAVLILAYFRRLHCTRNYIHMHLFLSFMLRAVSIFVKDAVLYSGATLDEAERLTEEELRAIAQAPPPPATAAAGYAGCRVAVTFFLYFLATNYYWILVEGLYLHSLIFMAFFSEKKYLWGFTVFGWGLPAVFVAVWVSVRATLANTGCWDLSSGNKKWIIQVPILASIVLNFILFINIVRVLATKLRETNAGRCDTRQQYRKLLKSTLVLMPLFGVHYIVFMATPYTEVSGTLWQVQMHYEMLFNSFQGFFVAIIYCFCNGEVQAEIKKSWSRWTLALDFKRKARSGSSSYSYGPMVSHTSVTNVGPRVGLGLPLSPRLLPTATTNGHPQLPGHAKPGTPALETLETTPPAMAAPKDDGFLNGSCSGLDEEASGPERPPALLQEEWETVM
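HEK-293-derived GP2 cells expressing PTHR1 and a GloSensor cAMP reporter, 3,000/well, plated overnight, given luciferin plus IBMX (each 0.5 mM as added) for 1 h at 37 °C, then compound for 1 h at 37 °C. Luminescence was read after 15 min at room temperature.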
GLP1R ag – agonists of human GLP-1 receptor | HEK293 GLP-1R CRE-luciferase, luminescence, 4-6 h; cells express a hypersensitive GLP-1R form | Potency, µM (titrated, usually from 45.6 µM), without a hit: at the top dose activation, most hits filed as activators | 0.007% of 380,000 active; note: potency is the fitted concentration of half-maximal effect; % of control where 0% means no effect
PLK1 PBD inh – inhibitors of human PLK1 polo-box domain binding. Plk1 PBD binding of FITC phosphopeptide, fluorescence polarization. Potency, µM, without a hit: max response, negative = inhibition, usual class: inhibitors. 2.8% of 360,000 active. AID 720504; note: potency is the fitted concentration of half-maximal effect; series mostly up to about 57 µM; % is set by controls: 0 for no effect and ±100 for the full control effect; nearly all actives have a fitted effect of over 65% in size
GLP1R cytotox – cytotoxicity in counter-screen for GLP-1R inverse agonists; HEK293 cAMP-luciferase reporter cells, luminescence, 24 h; 0.13% of 410,000 active; Potency, µM (titrated, usually from 38.3 µM), for inactives: at the top dose activity change, negative = inhibition, hits mostly inhibitors;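 note: loss of luciferase light is scored as toxicity; potency is the fitted concentration of half-maximal effect; % is set by controls: 0 for no effect and ±100 for the full control effect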
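Seeding density was 200 cells/uL; after overnight-length (12 h) culture, 23 nL compounds went on for 24 h at 37 °C. Readout used a luciferase detection reagent, luminescence taken after 12 min at room temperature.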
* hit, by the source's call; i = inactive; ? = inconclusive; · = not tested or not shown; [ ] = dose if it differs, or a comment. Unless noted, calls come from the whole dose curve; as a rule, active = well fitted curve in the direction sought with a large enough effect; inconclusive = small, poorly fitted or top-dose-only effect, or another doubt; inactive = no such curve, though single readings can be large; an effect the other way counts as inactive or inconclusive.

structure,GLP1R inv ag,EPAC1 antagonist,IL2 activator,EPAC1 ag,PI5P4K alpha inh,PTHR1 ag,GLP1R ag,PLK1 PBD inh,GLP1R cytotox
O=C(Nc1cc(Cl)ccc1-n1cncn1)c1ccccc1OC(F)F,-18%,4%,-1.4,6%,9,-14%,9%,-5%,-4%
COc1cc(OC)cc(C(=O)OCC(=O)NC2CCCCCC2)c1,-11%,19%,0.2,-5%,-4,-25%,7%,2%,-18%
CC(OC(=O)C1CCN(S(=O)(=O)c2ccc(Cl)cc2)CC1)C(=O)NC1CCCCC1C (stereo not given),-13%,3%,-6.0,-14%,0,-40%[inhibitor],3%,-7%,11%
COc1ccc(N2CCN(C(=O)c3cccnc3)CC2)c([N+](=O)[O-])c1,3%,-1%,-0.9,6%,-2,i,-1%,-10%,-11%
COC(=O)c1c(-c2ccccc2)c[nH]c1C,10%,-8%,-0.4,0%,1,-22%,0%,-3%,3%
Cc1ccc(C(=O)c2sc(Nc3ccccc3)c(C#N)c2N)cc1,-15%,0%,-5.0,8%,2,i,23%,-9%,-23%
Cc1ccc(NCc2nc3ccccc3n2C)cc1C,-17%,-8%,-0.2,-1%,-5,-74%[inhibitor],6%,-9%,17%
CCOc1ccc(C2CC(=O)NC(SC)=C2C#N)cc1 (stereo not given),-1%,-14%,-0.9,0%,3,-3%,1%,3%,-11%
CC12CCCC[C@@H]1CCC1C2CCC2(C)C1CC[C@@]2(O)CNCCO (stereo not given in full),?,8%,-0.5,11%,5,i,11%,-3%,1%
CCOC(=O)Nc1ccc2c(COC(=O)C(NS(=O)(=O)c3ccc(Cl)cc3)C(C)O)cc(=O)oc2c1 (stereo not given),9%,-8%,0.2,-9%,-15,-32%,15%,2%,2%
C=CCn1c(SCC(=O)N2CCCC2)nc2scc(-c3cccs3)c2c1=O,2%,0%,0.6,-4%,1,-11%,-1%,-2%,0%
Cc1ccc(S(=O)(=O)NCCSC(C)(C)C)cc1,-19%,-18%,0.1,-13%,20,-82%[inhibitor],3%,-7%,0%
Oc1c(C(Nc2ccccn2)c2ccccn2)ccc2cccnc12 (stereo not given),0%,2%,-0.8,3%,1,i,-1%,-25%,?
CCOC(=O)c1c(-c2ccccc2)oc2ccc(O)c(CN(C)C)c12,?,11%,-2.2,-3%,7,i,5%,0%,-11%
O=c1[nH]oc(O)c1-c1ncc(C(F)(F)F)cc1Cl,9%,-6%,5.1,-1%,-4,-16%,1%,-15%,10%
O=C(c1cccnc1)N1CCN(C(=O)c2cccs2)CC1,0%,0%,-2.1,-2%,-3,i,-8%,-9%,7%
COc1c(/C=N/NC(=O)c2ccccc2O)c(CCN(C)C(C)=O)cc2c1OCO2,12%,2%,-2.3,-3%,-5,i,-2%,4%,-12%
Cc1ccc(C(=O)N/C(=C/c2ccc(Cl)cc2)C(=O)Nc2cccc(C(=O)O)c2)cc1,16%,-9%,3.1,4%,1,-16%,4%,-10%,1%
Cn1c(CCNC(=O)c2ccco2)nc2cc(NC(=O)C3CCCCC3)ccc21,3%,7%,1.2,4%,-1,i,-5%,-8%,-30%
COc1cc(OC)cc(C(=O)Nc2cc(NC(=O)c3ccco3)ccc2OC)c1,9%,-12%,-3.6,9%,-4,-1%[57.5 µM],6%,-8%,-24%

Given with values under each structure: entries from further up.
Below each compound – GLP1R inv ag	EPAC1 antagonist	IL2 activator	EPAC1 ag	PI5P4K alpha inh	PTHR1 ag	GLP1R ag	PLK1 PBD inh	GLP1R cytotox
- COC(=O)c1c(-c2ccccc2)c[nH]c1C
    10%	-8%	-0.4	0%	1	-22%	0%	-3%	3%
- Oc1c(C(Nc2ccccn2)c2ccccn2)ccc2cccnc12 (stereo not given)
    0%	2%	-0.8	3%	1	i	-1%	-25%	?
- Cc1ccc(S(=O)(=O)NCCSC(C)(C)C)cc1
    -19%	-18%	0.1	-13%	20	-82%[inhibitor]	3%	-7%	0%

(more compounds)
structure,GLP1R inv ag,EPAC1 antagonist,IL2 activator,EPAC1 ag,PI5P4K alpha inh,PTHR1 ag,GLP1R ag,PLK1 PBD inh,GLP1R cytotox
O=C1CC(N2CCN(c3ccccc3Cl)CC2)C(=O)N1c1ccccc1 (stereo not given),2%,4%,-1.0,8%,-1,-16%,-6%,-8%,1%
O=C(Nc1ccc2nc(-c3cccnc3)[nH]c2c1)c1ccco1,21%,-14%,-0.1,1%,0,-12%,12%,2%,2%
O=C(N/N=C/c1c(O)ccc2ccccc12)c1ccc(Br)o1,?,?,-0.5,1%,-1,-17%,-4%,2%,37%[activator]
CCOc1ccc2[nH]c3nc(SCC(=O)NCC4CCCO4)nnc3c2c1 (stereo not given),18%,-30%,-0.8,0%,-12,-1%,12%,-7%,3%
O=C(NC(=S)N(Cc1ccccc1)c1ccccn1)C1CCCCC1,0%,-10%,-0.2,7%,-7,i,-17%,?,-18%
O=C(Nc1nc2ccccc2[nH]1)NC1CCCCC1,?,-20%,-2.7,-4%,-4,-15%,13%,-2%,-11%
CSCCC(NC(=O)c1ccc(Cl)cc1)C(=O)O (stereo not given),-4%,4%,0.6,7%,-2,-16%,-3%,7%,10%
O=C([C@H]1O[C@@H](n2ccc(=O)[nH]c2=O)[C@H](O)[C@@H]1O)N1CCN(c2ccc(Cl)cn2)CC1,21%,3%,-0.7,4%,3,-15%,10%,-14%,4%
COCCC(=O)N1CCc2ccc(NC(=O)c3ccc(C(F)(F)F)cc3)cc2C1,-25%,17%,1.3,1%,1,-30%,2%,-4%,-8%
CCn1c(SCC(=O)NC2CCCC2)nnc1-c1ccccn1,-6%,9%,-2.0,13%,2,i,-2%,-1%,-12%
O=C1/C(=C/c2ccccc2F)SC(=S)N1CCC(=O)N1CCCCC1CCO (stereo not given),?,-12%,-0.7,5%,1,i,-4%,-14%,-21%
Oc1ccccc1/C=N/Nc1cccc2cccnc12,0%,6%,0.9,9%,·,-14%[57.5 µM],-7%,2%,-26%
CCN(CC)C(=O)CSc1nc(O)c(Cc2ccccc2)c(=O)n1-c1ccccc1,-8%,-2%,0.0,5%,1,i,-9%,-6%,4%
O=C(O)CCSCc1ccccc1F,-2%,-2%,0.7,4%,-2,i,-26%,-2%,-7%
COc1cc(N=c2oc3c(C)ncc(CO)c3cc2C(N)=O)cc(OC)c1OC,8%,-26%,-0.2,-11%,-4,-22%,12%,-9%,-9%
O=C1c2ccccc2C(c2nnnn2Cc2ccccc2)N1CCOc1ccccc1 (stereo not given),16%,2%,-0.5,1%,6,-36%[inhibitor],1%,-4%,0%
C=CCN1CCN(C(c2ccccc2OC)c2nnnn2C(C)(C)C)CC1 (stereo not given),15%,-7%,-0.2,-3%,13,i,3%,-12%,0%
COC(CNC(=O)c1c[nH]c2ccc(S(=O)(=O)N3CCOCC3)cc2c1=O)OC,-11%,8%,0.2,3%,2,0%,-1%,-10%,1%
COc1cc(OC)c(OC)cc1CNC(=O)c1ccc(COc2ccccc2)cc1,-22%,11%,-0.5,-2%,-2,-17%,15%,-1%,-7%
Cn1cc(C(=O)NCN2CCCCC2)c2ccccc21,8%,11%,0.4,2%,5,i,11%,-9%,3%
Cc1c(C(=O)Oc2cccc3cccnc23)cccc1[N+](=O)[O-],-83%,-2%,-1.0,3%,0,-78%[inhibitor],-1%,-14%,?
O=C1OC(Nc2nc3ccccc3s2)c2ccccc21 (stereo not given),7%,3%,-2.9,-4%,1,-9%,1%,?,-3%
Cc1ccc2nc(C)c(C(=O)N/N=C/c3cccs3)cc2c1,-6%,-7%,-2.3,11%,-14,-16%,0%,-2%,-3%
CCOC(=O)N1CCN(C(=O)c2ccccc2NC(=O)COc2ccccc2)CC1,-3%,-1%,-6.0,-10%,2,i,10%,-14%,-16%
Cc1c(C(=O)NCCN2CCOCC2)oc2ccc(S(=O)(=O)N3CCCCCC3)cc12,-13%,5%,1.0,-1%,1,-8%[57.5 µM],-5%,-12%,4%
Cc1cccc(N2C(=O)CC(N(C(=O)c3ccco3)c3cccc(C)c3)C2=O)c1 (stereo not given),6%,1%,-2.1,6%,·,-9%,5%,-4%,-3%
COc1ccc(/C(O)=C2/C(=O)C(=O)N(c3ccccn3)C2c2cccc(Cl)c2)cc1 (stereo not given),4%,?,-1.6,9%,4,i,0%,-13%,2%
O=S(=O)(c1cc(Cl)cc(Cl)c1)N1CCCC1c1nc2ccccc2s1 (stereo not given),-4%,-12%,0.4,-1%,5,-12%,-6%,-2%,3%
Cc1ccccc1CSCC(=O)Nc1c(C)n(C)n(-c2ccccc2)c1=O,9%,3%,0.4,-2%,3,i,0%,-4%,-5%
Cc1cc(C(=O)OCC(=O)N2CC(C)OC(C)C2)c(C)n1-c1ccccc1 (stereo not given),1%,-2%,-0.6,5%,2,-6%,1%,2%,-17%
Cc1cc(=O)oc2cc(OCc3ccc(C(=O)N4CCN(c5ccc([N+](=O)[O-])cc5)CC4)cc3)ccc12,8%,-17%,-0.6,12%,-24,-8%,4%,-6%,-11%
C1CNCCOCCNCCN1,19%,14%,-1.3,3%,-2,i,-7%,0%,-8%
COc1cccc(Oc2cn[nH]c2-c2ccc(O)cc2O)c1,43%[activator],12%,-2.6,9%,·,-20%,12%,-1%,0%
NC(=O)COC(=O)C1c2ccccc2Oc2ccccc21,0%,-1%,-0.2,12%,2,0%,19%,-16%,-11%
CCOc1ccc(Br)cc1S(=O)(=O)NCC(c1ccc(OC)cc1)N1CCOCC1 (stereo not given),-6%,-19%,5.6,0%,5,-3%,4%,0%,0%
O=C(COc1ccc(-n2cnnn2)cc1)Nc1cc(Cl)cc(Cl)c1,1%,1%,0.4,-5%,0,-2%,-17%,-14%,-10%

A portion of the library; count on the stated rates, not on these rows.
